Assay outcomes (PubChem BioAssay)
APEX1 inh: blocks human APE1 abasic DNA cleavage; P27695; 350,000 compounds, 0.35% hits; recombinant APE1, TAMRA/BHQ-2 abasic DNA cleavage fluorescence; Potency, µM (top dose mostly 65.8 µM), inactives show at the highest dose activity change, negative = inhibition, usual class: inhibitors;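 note: potency is the fitted concentration of half-maximal effect; plate controls were vehicle for no effect and reference inhibitor for full effect; nearly all actives have a fitted effect of over 55% in size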
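Enzyme (0.75 nM final) and test compound are incubated 15 min at room temperature before adding 50 nM quenched THF abasic-site duplex. Cleavage dequenches TAMRA, followed at 525/598 nm over three reads one minute apart.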
POLB inh: blocks human DNA polymerase beta activity. P06746. Pol beta primer extension/strand displacement, fluorescence kinetic. Potency, µM (doses to about 114 µM), for the others: top-dose activity change, negative = inhibition, most hits filed as inhibitors. 340,000 compounds, 1.3% hits. AID 485314; note: potency is the fitted concentration of half-maximal effect; % is set by controls: 0 for no effect and ±100 for the full control effect
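Pol beta (10 nM) was preincubated with compound for 15 min at room temperature. The reaction was then started with 50 nM substrate and read immediately and after a further 10 min at room temperature.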
POLK inh: inhibitors of human DNA polymerase kappa. 400,000 compounds, 0.53% hits. AID 588579. Q9UBT6. purified Pol kappa, fluorescent DNA synthesis assay, 10 min. Potency, µM (doses to about 107 µM), for the others: at the highest dose activity, negative = inhibition, usual class: inhibitors; note: potency is the fitted concentration of half-maximal effect; % is set by controls: 0 for no effect and ±100 for the full control effect
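Pol kappa 10 nM + cpd, 15 min RT; start w/ substrate 50 nM final; fluorescence kinetic read, 0 and 10 min. Neg ctrl: buffer, no enzyme.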
BLM inh: inhibitors of human Bloom syndrome helicase BLM. recombinant BLM DNA unwinding, fluorescence dequenching. P54132. 350,000 compounds, 0.2% hits. AID 2528. Potency, µM (top dose mostly 56.1 µM), inactives show at the top dose activity change, negative = inhibition, usual class: inhibitors;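 note: potency is the fitted concentration of half-maximal effect; plate controls were vehicle for no effect and no enzyme for full effect; nearly all actives have a fitted effect of over 35% in size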
Tb PGK inh: blocks T. brucei phosphoglycerate kinase. P07378. PGK/GAPDH coupled, Kinase-Glo luminescence, 60 min. Potency, µM (titrated, usually from 57.5 µM), inactives show at the highest dose activity change, negative = inhibition, hits mostly inhibitors. 380,000 compounds, 0.043% hits. AID 602233; note: potency is the fitted concentration of half-maximal effect; % is set by controls: 0 for no effect and ±100 for the full control effect; nearly all actives have a fitted effect of over 60% in size
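Luminescent ATP detection (Kinase-Glo Plus) follows a 60-minute room-temperature incubation, with wells lacking PGK as controls. Buffer: 100 mM TEA (pH 7.6), 5 mM MgCl2, 0.01% Tween-20. Coupling enzyme GAPDH (100 nM final) supplies unstable 1,3-BPG in-well.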
Pol eta inh: inhibitors of human DNA polymerase eta. recombinant Pol eta, fluorescent DNA replication assay. 390,000 compounds, 1.2% hits. Potency, µM (highest dose often 114 µM), for the others: at the top dose activity change, negative = inhibition, usual class: inhibitors; note: potency is the fitted concentration of half-maximal effect; % is set by controls: 0 for no effect and ±100 for the full control effect
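Fluorescent replication assay: 50 nM final substrate added after a 15 min room-temperature compound preincubation with 10 nM enzyme. Signal taken at 0 min and again at 10 min.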
Pol iota inh: inhibitors of human DNA polymerase iota; Q9UNA4; Potency, µM (highest dose often 115 µM), inactives show at the highest dose activity, negative = inhibition, usual class: inhibitors; 390,000 compounds, 1% hits; Pol iota fluorescent replication assay, 10 min; note: potency is the fitted concentration of half-maximal effect
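Pol iota at 10 nM preincubated 15 min with compounds at room temperature; reaction started with fluorescent substrate, 50 nM final. Fluorescence read kinetically at 0 and 10 min; buffer-only wells as negative control.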
RXFP1 antagonist: antagonists of human relaxin receptor RXFP1; Q9HBX9; HEK293-RXFP1, relaxin-stimulated cAMP HTRF, 30 min; stronger effect = lower value; activity change, negative = inhibition, % at 57.5 µM; 350,000 compounds, 0.59% hits; AID 1259400;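 active = activity change of -60% or lower, but not beyond a set lower limit; inconclusive = change between -60% and -40%, or beyond the set limit; inactive = change above -40%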; note: % is set by controls: 0 for no effect and ±100 for the full control effect
Target sequence (Q9HBX9 whole entry, looked up): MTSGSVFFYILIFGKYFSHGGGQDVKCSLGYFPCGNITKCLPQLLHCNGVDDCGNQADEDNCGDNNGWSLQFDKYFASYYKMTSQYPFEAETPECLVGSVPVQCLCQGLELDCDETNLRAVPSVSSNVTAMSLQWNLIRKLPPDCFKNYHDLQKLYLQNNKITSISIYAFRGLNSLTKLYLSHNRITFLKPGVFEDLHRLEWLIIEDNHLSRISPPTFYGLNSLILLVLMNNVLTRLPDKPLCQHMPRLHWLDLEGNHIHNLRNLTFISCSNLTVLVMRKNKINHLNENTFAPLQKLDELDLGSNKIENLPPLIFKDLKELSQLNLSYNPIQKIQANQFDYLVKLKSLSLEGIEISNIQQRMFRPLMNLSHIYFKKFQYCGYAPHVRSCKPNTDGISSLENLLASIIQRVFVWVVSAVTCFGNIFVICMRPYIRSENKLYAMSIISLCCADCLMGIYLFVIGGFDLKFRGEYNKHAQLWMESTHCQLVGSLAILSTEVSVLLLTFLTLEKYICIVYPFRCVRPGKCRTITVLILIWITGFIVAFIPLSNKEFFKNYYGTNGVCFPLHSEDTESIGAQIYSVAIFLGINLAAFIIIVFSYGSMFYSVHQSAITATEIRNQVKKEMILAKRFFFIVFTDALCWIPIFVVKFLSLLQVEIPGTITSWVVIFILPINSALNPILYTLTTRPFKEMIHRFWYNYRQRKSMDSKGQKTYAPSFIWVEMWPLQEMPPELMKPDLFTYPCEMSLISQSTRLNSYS
Apoferritin bind: binds horse apoferritin like a general anesthetic; P02791; apoferritin/1-aminoanthracene competitive binding, fluorescence; Potency, µM (highest dose often 77.5 µM), without a hit: at the top dose activity change, negative = displacement, hits mostly inhibitors; 350,000 compounds, 0.074% hits; AID 485281; note: potency is the fitted concentration of half-maximal effect; % is set by controls: 0 for no effect and ±100 for the full control effect; nearly all actives have a fitted effect of over 20% in size
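Horse-spleen apoferritin (10 uM) in 50% saturated 1-aminoanthracene in PBS was incubated 10 min at room temperature with compound. Fluorescence (ex 380, em 535 nm) was normalized to free and bound 1-AMA, with concentration-response fitted by a four-parameter Hill equation.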
* marks the source's active call; other numbers are inactive results; ? = inconclusive; . = no result given; & = joins results of further samples; [ ] = dose if it differs, or a comment. Unless noted, calls come from the whole dose curve; as a rule, active = well fitted curve in the direction sought with a large enough effect; inconclusive = small, poorly fitted or top-dose-only effect, or another doubt; inactive = no such curve, though single readings can be large; an effect the other way counts as inactive or inconclusive. An excerpt, so the mix of outcomes need not match the whole.

No.	compound	APEX1 inh	POLB inh	POLK inh	BLM inh	Tb PGK inh	Pol eta inh	Pol iota inh	RXFP1 antagonist	Apoferritin bind
1	CCCCn1c(SCC(=O)Nc2ccc(OCC)cc2)nc2ccsc2c1=O	.	-1%	4%[60.1 µM]	-1%	-10%	0%	-3%	-7	-2%
2	C#CCOCCOCCOCCNc1nc(N2CCN(C(=O)[C@H]([C@@H](C)CC)n3cc(CCCN=C(N)N)nn3)CC2)nc(N2CCN(C(=O)[C@H]([C@@H](C)CC)n3cc(CCCN=C(N)N)nn3)CC2)n1	8%	-14%	.	32%[activator]	.	.	.	.	6%
3	Cc1ccc(NC(=O)c2cc([N+](=O)[O-])ccc2NCc2cccnc2)cc1Cl	-4%	5%	-7%	-9%	0%	6%	4%	-12	?
4	COc1ccccc1CCc1nnc(N)s1	-7%	4%	-2%	0%	10%	-11%	-8%	-12	-16%
5	COc1ccccc1NC(=O)CSc1nnc(Cn2c(=O)sc3ccccc32)n1C	13%	32%	-24%	-7%	5%	-7%	3%	-2	-6%
6	Cn1nnnc1Sc1ncnc2scc(-c3ccccc3)c12	-2%	28µM*	-12%&-9%	-8%	4%	?	?	-5	0%
7	COc1ccc(C(=O)c2ccc(OC)c(OC)c2OC)cc1	.	.	-1%	.	2%	-17%	113%[activator]	-11	.
8	O=S(=O)(Cc1ccc(Cl)cc1)N1CCN(Cc2ccc3c(c2)OCO3)CC1	-2%	8%	-9%	-8%	15%	2%	14%	-7	-2%
9	CCN(CC)S(=O)(=O)c1ccc2[nH]cc(C(=O)NCCCN3CCCCC3C)c(=O)c2c1 (stereo not drawn)	3%	-8%	-6%	-7%	.	-4%	16%	25	-14%
10	Cc1csc(=O)n1CC(=O)OCC(=O)Nc1ccc(Cl)cc1F	1%	.	-5%	.	6%	-9%	26%	5	.
11	COc1ccc(NC(=O)NCc2cccnc2)cc1OC	-3%	9%	-4%	-2%	0%	-11%	2%	10	7%
12	Cc1ccc2oc(-c3cccc(NC(=O)c4cccc5c(Cl)cccc45)c3)nc2c1	.	0%	-9%	-3%	-3%	-16%	4%	-13	-2%
13	O=C(NC1CCCCC1)C(c1ccccc1)N(C(=O)Cc1ccsc1)c1ccccc1 (stereo not drawn)	0%	3%	-3%	3%	-5%	-4%	14%	-12	4%
14	NS(=O)(=O)c1ccc(CCNC(=O)CN2CCN(c3ccccc3O)CC2)cc1	3%	24%	-13%	-10%	.	-1%	-14%	-3	-2%
15	CCN(Cc1ccccc1)C(=O)CSc1nncn1C	18%	51%[activator]	-6%	0%	-9%	-17%	35%[activator]	14	-2%
16	CN(CC(=O)Nc1ccccc1F)CC(=O)Nc1ccccc1Br	-2%	-10%	-3%	-8%	6%	-15%	144%[activator]	9	-7%

Entries of single compounds from above.
COc1ccc(NC(=O)NCc2cccnc2)cc1OC in the list: APEX1 inh = -3%; POLB inh = 9%; POLK inh = -4%; BLM inh = -2%; Tb PGK inh = 0%; Pol eta inh = -11%; Pol iota inh = 2%; RXFP1 antagonist = 10; Apoferritin bind = 7%
CCN(Cc1ccccc1)C(=O)CSc1nncn1C in the list: APEX1 inh = 18%; POLB inh = 51%[activator]; POLK inh = -6%; BLM inh = 0%; Tb PGK inh = -9%; Pol eta inh = -17%; Pol iota inh = 35%[activator]; RXFP1 antagonist = 14; Apoferritin bind = -2%

(cont.)
No.	compound	APEX1 inh	POLB inh	POLK inh	BLM inh	Tb PGK inh	Pol eta inh	Pol iota inh	RXFP1 antagonist	Apoferritin bind
17	CSCCC1NC(=O)N(CC(=O)Nc2ccc(Cl)c(S(=O)(=O)N3CCOCC3)c2)C1=O (stereo not drawn)	1%	.	-12%	.	3%	-7%	?	4	.
18	Cc1nc(NC(=O)c2ccc([N+](=O)[O-])cc2Cl)sc1C(=O)N(C)C	-3%	?	-5%	-19%	-4%	?	?	6	-10%
19	Cc1ccc(S(=O)(=O)N2CCCC2C(=O)NCc2ccccc2F)cc1 (stereo not drawn)	6%	10%	3%	-4%	-12%	-10%	21%	0	-6%
20	CCCn1c(NC(=O)C2CCN(S(=O)(=O)c3cccs3)CC2)nc2ccccc21	-8%	6%	-5%	-8%	8%	-10%	-4%	2	-8%
21	O=C1C=CN(C(=O)Oc2ccccc2)CC1	9%	-1%	-12%	0%	9%	-12%	34%[activator]	-4	6%
22	CCNc1nc(NC(C)C)nc(OCCNS(=O)(=O)c2cc(C)ccc2C)n1	-1%	-12%	6%	-6%	0%	-9%	1%	-14	-15%
23	CCc1ccc(CNC(=O)C2CCN(S(=O)(=O)N3CCCC3)CC2)cc1	9%	14%	-7%	-2%	-4%	7%	11%	9	6%
24	CC(NC(=O)OCc1ccccc1)C(=O)Oc1cc2oc(=O)cc(-c3ccccc3)c2cc1Cl (stereo not drawn)	3%	36%	-6%	4%	0%	-9%	-16%	19	397%[activator]
25	C=C1C2(C(=O)NCc3ccco3)CCC(C2)C1(C)C (stereo not drawn)	0%	4%	-1%	-2%	-7%	-14%	4%	5	?
26	COc1cc(-c2onc3ccc(Br)cc23)cc(OC)c1OC	9%	26%	?	-7%	-8%	-21%	?	-10	-12%

Marked active in POLB inh, among the entries above:
# | smiles | APEX1 inh | POLB inh | POLK inh | BLM inh | Tb PGK inh | Pol eta inh | Pol iota inh | RXFP1 antagonist
6 | Cn1nnnc1Sc1ncnc2scc(-c3ccccc3)c12 | -2% | 28µM* | -12%&-9% | -8% | 4% | ? | ? | -5

Three entries already listed, ordered by their value in Tb PGK inh, descending.
No. | Compound | Tb PGK inh
17 | CSCCC1NC(=O)N(CC(=O)Nc2ccc(Cl)c(S(=O)(=O)N3CCOCC3)c2)C1=O (stereo not drawn) | 3%
23 | CCc1ccc(CNC(=O)C2CCN(S(=O)(=O)N3CCCC3)CC2)cc1 | -4%
19 | Cc1ccc(S(=O)(=O)N2CCCC2C(=O)NCc2ccccc2F)cc1 (stereo not drawn) | -12%
